Compound activity as filed in PubChem BioAssay.
IL2 activator – qHTS of IL-2 Activators; IL-2 activation reporter assay, cell-based qHTS; stimulated with anti-CD3/CD4/CD28 beads; in transgenic mouse T cells; AID 652025, 2013; activation, % (series mostly up to about 46 µM); 360,000 tested, 0.065% active; in the data active means activation above about 50%; inconclusive means mostly about 30% to 49%; further: 0% is about no effect
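EGFP and DsRed fluorescence is measured by plate cytometry in unstimulated transgenic mouse T cells exposed to compound for 60 minutes, then stimulated 18 hours at 37 degrees C with anti-CD3/anti-CD4 beads plus anti-CD28.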
EPAC1 antag – qHTS for Antagonist of cAMP-regulated guanine nucleotide exchange factor 3 (EPAC1): primary screen; Rap guanine nucleotide exchange factor 3 (Homo sapiens), O95398; EPAC1 GEF assay, Rap1b-BODIPY-GDP exchange fluorescence; Potency, µM (highest dose often 115 µM), for inactives: top-dose activity change, negative = inhibition, most hits filed as inhibitors; 360,000 tested, 0.14% active;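 further: potency means the concentration at half of the fitted maximal effect; plate controls were vehicle for no effect and positive control for full effect; nearly all actives have a fitted effect of over 50% in size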
EPAC1 agonist – qHTS for Agonist of cAMP-regulated guanine nucleotide exchange factor 3 (EPAC1): primary screen; Rap guanine nucleotide exchange factor 3 (Homo sapiens), O95398; EPAC1 agonist qHTS, biochemical assay; response scale: 100% = response to 6.5 mM cAMP; Potency, µM (titrated, usually from 154 µM), for inactives: at the highest dose activation, usual class: activators; 360,000 tested, 0.073% active; AID 720707, 2013; further: potency means the concentration at half of the fitted maximal effect; nearly all actives have a fitted effect of over 60% in size
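Normalized to 6.5 mM cAMP, activity reflects EPAC1-catalysed release of BODIPY-GDP from Rap1B, followed kinetically over 30 min at 480 nm excitation, 540 nm emission. Reaction contained 100 nM EPAC1, 250 nM Rap1B-BODIPY-GDP, 50 uM GDP.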
PLK1 PBD inh – qHTS for Inhibitors of PLK1-PDB (polo-like kinase 1 - polo-box domain): Primary Screen. Plk1 PBD binding of FITC phosphopeptide, fluorescence polarization. AID 720504, 2013. Serine/threonine-protein kinase PLK1 (Homo sapiens), P53350. 360,000 tested, 2.8% active. Potency, µM, for the others: max response, negative = inhibition, hits mostly inhibitors; further: potency means the concentration at half of the fitted maximal effect; series mostly up to about 57 µM; on the % scale 0 is the no-effect control and ±100 the full control effect; nearly all actives have a fitted effect of over 65% in size
Target sequence (P53350 whole entry, looked up, the tested form may be a part): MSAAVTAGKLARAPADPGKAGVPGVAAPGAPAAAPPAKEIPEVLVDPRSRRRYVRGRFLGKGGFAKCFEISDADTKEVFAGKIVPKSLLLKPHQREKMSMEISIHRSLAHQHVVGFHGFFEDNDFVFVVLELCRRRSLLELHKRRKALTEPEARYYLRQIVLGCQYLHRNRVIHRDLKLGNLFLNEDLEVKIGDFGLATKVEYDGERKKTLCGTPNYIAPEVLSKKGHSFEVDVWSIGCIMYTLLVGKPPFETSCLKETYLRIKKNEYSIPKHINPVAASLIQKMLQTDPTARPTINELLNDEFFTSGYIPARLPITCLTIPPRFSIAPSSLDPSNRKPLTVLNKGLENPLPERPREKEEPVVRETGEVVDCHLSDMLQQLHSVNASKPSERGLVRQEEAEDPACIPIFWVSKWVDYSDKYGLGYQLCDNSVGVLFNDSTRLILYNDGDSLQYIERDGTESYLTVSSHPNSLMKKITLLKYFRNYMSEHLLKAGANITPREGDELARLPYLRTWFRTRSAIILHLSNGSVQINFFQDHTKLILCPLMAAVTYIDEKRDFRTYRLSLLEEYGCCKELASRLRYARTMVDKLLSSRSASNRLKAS
aSyn rescue – qHTS of alpha-syn Inhibitors. Potency, µM (doses to about 46.1 µM), inactives show top-dose growth rescue (activation), hits mostly activators. Yeast expressing alpha-synuclein, growth rescue, BacTiter-Glo, 24 h. 370,000 tested, 0.14% active; further: potency means the concentration at half of the fitted maximal effect; % of control where 0% means no effect; nearly all actives have a fitted effect of over 65% in size
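Readout is rescue of growth in alpha-synuclein-expressing yeast, so inhibitors of toxicity appear as activators. Growth after 24 hr at 30 deg C in galactose medium is quantified by luminescence.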
Abeta rescue – qHTS for compounds that reverse cellular toxicity of Amyloid beta (A-beta) peptide in yeast: Primary Screen; 410,000 tested, 0.063% active; Potency, µM (highest dose often 46.1 µM), for the others: at the highest dose growth rescue, actives largely listed as activators; AID 1347071, 2019; yeast expressing A-beta42, growth rescue, OD600, 48 h; response scale: 0% DMSO, 100% iron-clioquinol control; further: potency means the concentration at half of the fitted maximal effect; nearly all actives have a fitted effect of over 55% in size
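Yeast growth medium received pinned compounds, then yeast cells expressing toxic A-beta were added; plates incubated at 30 C for 48 hr. Growth read as absorbance at 600 nm, normalized to DMSO and equimolar FeCl3 plus clioquinol controls.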
WRN helicase inh – qHTS for Inhibitors of WRN Helicase. Bifunctional 3'-5' exonuclease/ATP-dependent helicase WRN (Homo sapiens), Q14191. WRN helicase unwinding, fluorescent forked duplex, kinetic. Potency, µM (doses to about 114 µM), inactives show at the top dose activity change, negative = inhibition, usual class: inhibitors. 360,000 tested, 0.46% active. AID 651768, 2012; further: potency means the concentration at half of the fitted maximal effect; on the % scale 0 is the no-effect control and ±100 the full control effect; nearly all actives have a fitted effect of over 55% in size
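Fluorescence dequenching readout, ex 525 nm/em 598 nm, kinetic mode: forked duplex DNA (100 nM final) with adjacent fluorophore and quencher unwound by WRN (20 nM final) with 2 mM ATP. Compound preincubation 15 min, room temperature.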
PI5P4K alpha inh – qHTS for Inhibitors of phosphatidylinositol 5-phosphate 4-kinase (PI5P4K); Phosphatidylinositol 5-phosphate 4-kinase type-2 alpha (Homo sapiens), P48426; PI5P4Kalpha enzyme, ADP-Glo luminescence, 60 min; hits give low values; max response, %; 330,000 tested, 1.2% active; active means max response of -50% or lower; inconclusive means between -30% and -50%; inactive means -30% or higher; further: value at the top dose of about 77 µM; on the % scale 0 is the no-effect control and ±100 the full control effect
Target sequence (P48426 whole entry, looked up): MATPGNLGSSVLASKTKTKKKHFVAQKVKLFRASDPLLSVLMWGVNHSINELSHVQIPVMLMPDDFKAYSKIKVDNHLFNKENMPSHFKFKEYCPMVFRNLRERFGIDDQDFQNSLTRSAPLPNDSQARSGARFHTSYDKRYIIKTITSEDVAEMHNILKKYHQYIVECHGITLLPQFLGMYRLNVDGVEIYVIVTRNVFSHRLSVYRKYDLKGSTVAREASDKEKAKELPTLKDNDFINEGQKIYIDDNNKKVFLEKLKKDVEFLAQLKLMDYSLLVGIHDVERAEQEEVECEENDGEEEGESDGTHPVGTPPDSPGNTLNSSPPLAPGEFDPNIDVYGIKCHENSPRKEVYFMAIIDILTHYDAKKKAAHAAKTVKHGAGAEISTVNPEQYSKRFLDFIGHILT
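Luminescence from ADP-Glo served as readout of PI5P4Kalpha activity in a qHTS format. Reaction: enzyme, substrate, compound, ATP at 5 microM final, 60 min at RT.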
FUS yeast rescue – qHTS for Suppressors of FUS Proteinopathy: Primary screen using FUS-linked yeast assay. Potency, µM (series often up to 76.6 µM), for inactives: at the top dose growth rescue (activation), hits mostly activators. 390,000 tested, 0.24% active. S. cerevisiae FUS-expressing, growth rescue, OD600, 24 h;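 further: potency means the concentration at half of the fitted maximal effect; plate controls were DMSO vehicle for no effect and reference control for full effect; nearly all actives have a fitted effect of over 55% in size; some results filed as inactive show a strong effect at the top dose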
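Steps: raffinose overnight preculture; dilution to OD 0.005 in 2% galactose minimal medium; compound addition (concentration series); 24hr at 30C, 99% humidity; absorbance read at 600 nm.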
Starred values were filed as active, the others as inactive; ? = inconclusive; · = not tested or not shown; [ ] = dose if it differs, or a comment. Unless noted, the call rests on the fitted dose curve; in most records, active means well fitted curve in the direction sought with a large enough effect; inconclusive means small, poorly fitted or top-dose-only effect, or another doubt; inactive means no such curve, though single readings can be large; an effect the other way counts as inactive or inconclusive.

| no. | molecule | IL2 activator | EPAC1 antag | EPAC1 agonist | PLK1 PBD inh | aSyn rescue | Abeta rescue | WRN helicase inh | PI5P4K alpha inh | FUS yeast rescue |
| --- | --- | --- | --- | --- | --- | --- | --- | --- | --- | --- |
| 1 | CCCCN1C(C)=CC(=C2C(=O)c3ccccc3C2=O)C=C1C | 0.6 | 8% | 12% | -23% | -10% | 2% | 4% | -3 | 18% |
| 2 | Cc1ccc(Cc2cnc(N3C(=N)SC(C)C3=O)s2)cc1 (stereo not given) | -0.2 | -9% | -4% | -17% | 19% | 28% | -2% | -5 | 17% |
| 3 | O=C(CCNC(=O)c1ccccc1Cl)NCC1COc2ccccc2O1 (stereo not given) | 0.4 | -5% | 2% | -5% | -6% | -10% | -7% | 8 | -8% |
| 4 | CC[C@H](C)[C@@H]1NC(=O)c2cc([N+](=O)[O-])cc(F)c2NCCCC[C@@H](C(N)=O)NC(=O)[C@H](CC(N)=O)NC1=O | 0.3 | 4% | -11% | -4% | 1% | -13% | 2% | 1 | 6% |
| 5 | CCN(CC)C(=O)C1CCCN(Cc2ccc3c(c2)OCO3)C1 (stereo not given) | 0.2 | 2% | 7% | 1% | -9% | 13% | -3% | -5 | -9% |
| 6 | COc1ccc(C2N=C(c3ccccc3)NC(c3ccccc3)=N2)cc1 | 0.0 | 8% | 8% | -3% | 10% | 25% | -7% | · | 15% |
| 7 | CC(C)c1ccc(NC(=O)C(c2ccccc2)N(Cc2ccco2)C(=O)CC2NC(=O)NC2=O)cc1 (stereo not given) | -2.5 | -17% | 2% | -6% | -1% | -2% | -19% | -3 | 28% |
| 8 | O=C(NCCCNC(=O)c1ccc(-c2cccc(Cl)c2)o1)c1cnccn1 | -0.4 | -9% | -8% | -21% | 0% | -24% | -7% | 2 | 1% |
| 9 | COc1cc2oc(=O)cc(CN3CCCCCCC3)c2cc1Cl | 3.0 | -17% | -2% | -8% | -2% | 0% | 3% | -5 | 5% |
| 10 | CCC(C)(C)n1nnnc1C(c1ccc(O)cc1)N1CCc2ccccc2C1 (stereo not given) | -0.4 | 0% | -4% | -19% | 1% | 9% | -9% | -11 | 5% |
| 11 | COc1ccc(C(=O)N/C(=C\c2ccccc2)C(=O)Nc2ccccc2C(=O)O)cc1 | 2.0 | 5% | 4% | 1% | 1% | 5% | -9% | -3 | -11% |
| 12 | Cn1ccc2c(-c3ccc4c(c3)OCCO4)cc3c(c21)C1CCC3C1 (stereo not given) | -0.3 | -4% | 8% | 2% | -9% | -1% | -2% | 12 | 31% |
| 13 | N#CC(C(=O)c1ccccc1)=C1SCCS1 | -2.3 | -11% | 7% | -7% | 2% | -14% | -3% | -7 | 20% |
| 14 | COCc1ccc(C(=O)N2CCCC(N3CCN(c4ccc(F)cc4)CC3)C2)o1 (stereo not given) | -3.0 | 3% | 0% | -9% | 1% | 10% | -31% | -4 | 3% |
| 15 | Fc1ccccc1N1CCN(Cc2cc(-c3ccccc3)on2)CC1 | -2.8 | -21% | 4% | -13% | 0% | 13% | -8% | 12 | 2% |
| 16 | CCn1c(NC(C)=O)c(-c2ccccc2Cl)c(=O)c2ccccc21 | 3.6 | 5% | -8% | -3% | -3% | -9% | -6%[57.1 µM] | 3 | 24% |

7 of these compounds, reformatted.
Below each compound – IL2 activator, EPAC1 antag, EPAC1 agonist, PLK1 PBD inh, aSyn rescue, Abeta rescue, WRN helicase inh, PI5P4K alpha inh, FUS yeast rescue
#10 CCC(C)(C)n1nnnc1C(c1ccc(O)cc1)N1CCc2ccccc2C1 (stereo not given)
    -0.4, 0%, -4%, -19%, 1%, 9%, -9%, -11, 5%
#11 COc1ccc(C(=O)N/C(=C\c2ccccc2)C(=O)Nc2ccccc2C(=O)O)cc1
    2.0, 5%, 4%, 1%, 1%, 5%, -9%, -3, -11%
#12 Cn1ccc2c(-c3ccc4c(c3)OCCO4)cc3c(c21)C1CCC3C1 (stereo not given)
    -0.3, -4%, 8%, 2%, -9%, -1%, -2%, 12, 31%
#13 N#CC(C(=O)c1ccccc1)=C1SCCS1
    -2.3, -11%, 7%, -7%, 2%, -14%, -3%, -7, 20%
#14 COCc1ccc(C(=O)N2CCCC(N3CCN(c4ccc(F)cc4)CC3)C2)o1 (stereo not given)
    -3.0, 3%, 0%, -9%, 1%, 10%, -31%, -4, 3%
#15 Fc1ccccc1N1CCN(Cc2cc(-c3ccccc3)on2)CC1
    -2.8, -21%, 4%, -13%, 0%, 13%, -8%, 12, 2%
#16 CCn1c(NC(C)=O)c(-c2ccccc2Cl)c(=O)c2ccccc21
    3.6, 5%, -8%, -3%, -3%, -9%, -6%[57.1 µM], 3, 24%

(more compounds)
| no. | molecule | IL2 activator | EPAC1 antag | EPAC1 agonist | PLK1 PBD inh | aSyn rescue | Abeta rescue | WRN helicase inh | PI5P4K alpha inh | FUS yeast rescue |
| --- | --- | --- | --- | --- | --- | --- | --- | --- | --- | --- |
| 17 | CCCCC(=O)Nc1cnc(NC(=O)c2cccs2)cc1C | 1.0 | -3% | -1% | 0% | 0% | -3% | -3% | 5 | -13% |
| 18 | Cc1ccc(-n2c3c(cc(C(=O)O)c2=O)C(=O)CC(C)(C)C3)cc1 | -0.9 | 5% | -3% | 0% | 2% | 6% | 3% | -5 | 15% |
| 19 | O=C(CN1CCN(c2ccccc2)CC1)N1CCc2ccccc21 | 1.1 | -4% | 9% | -3% | ? | 19% | 9% | -1 | 20% |
| 20 | COC(=O)c1cccc(NC(=S)N2CCCCC2)c1 | 1.5 | 0% | 6% | -3% | 4% | -10% | -10% | -1 | 2% |
| 21 | O=S(=O)(NCCN1CCN(S(=O)(=O)c2ccccc2F)CC1)c1ccccc1F | 0.2 | -8% | 2% | 6% | 0% | 13% | -1% | 2 | 10% |
| 22 | C[C@@H]1CCC(=O)N(C[C@@H](C)CC#N)CC1 | 3.9 | 11% | -5% | 1% | 0% | -5% | -2% | -2 | -29% |
| 23 | O=C(Nc1ccn(CCCNCc2ccccc2)c(=O)n1)OCc1ccccc1 | 0.2 | 1% | 8% | -8% | -1% | 1% | 0% | 2 | 0% |
| 24 | O=C(COC(=O)COc1cccc(F)c1)Nc1nc2ccccc2s1 | -0.1 | 5% | -16% | -3% | 1% | 5% | 3% | -12 | 4% |
| 25 | Cc1ccc(NC(=O)C2=CC(c3ccc(C)cc3)=NS(=O)(=O)N2C)cc1 | 0.6 | -6% | 1% | -3% | -1% | -2% | 3% | -4 | -23% |
| 26 | O=C(Nc1ccccc1)Nc1nnc(Cc2ccccc2F)s1 | -0.9 | -2% | 3% | -5% | 4% | 13% | -13% | 11 | 3% |
| 27 | CC(=O)Nc1ccc(NS(=O)(=O)c2cc(-c3n[nH]c(=O)c4ccccc34)ccc2C)cc1 | -4.5 | -13% | 5% | -11% | -2% | -1% | -19% | -20 | 44% |
| 28 | COc1ccc(OC)c(C(=O)CN2CCN(S(=O)(=O)c3ccc(Br)cc3)CC2)c1 | 1.2 | 2% | 18% | 0% | 4% | 13% | -5% | -7 | -7% |
| 29 | CCOc1ccccc1N(C)C(=O)CCS(=O)(=O)c1ccc2c(c1)NC(=O)C(C)S2 (stereo not given) | 1.8 | 4% | 8% | 27µM* | 2% | 14% | 3% | -24 | 17% |
| 30 | COc1cccc(CNC(=O)CCC2CCCN(c3cc(C)nc(N(C)C)n3)C2)c1 (stereo not given) | -2.3 | 2% | 4% | -6% | -1% | -2% | 4% | 3 | 13% |
| 31 | Cc1c(NC(=O)C(C)OC(=O)COc2ccccc2)c(=O)n(-c2ccccc2)n1C (stereo not given) | -1.1 | -3% | 5% | -9% | 0% | -1% | -7% | 5 | 11% |
| 32 | O=C(NNC(=O)c1ccccc1F)c1cccs1 | -1.7 | -5% | -7% | 2% | -16% | -9% | 2% | 1 | -37% |
| 33 | Cc1cccc(NC(=S)NCCC(C)C)c1 | -0.6 | 6% | 8% | 6% | -7% | ? | -29%[57.1 µM] | -6 | 0% |
| 34 | COc1cc(NC(=O)c2ccccc2)c(OC)cc1NC(=O)CSc1[nH]c(=O)cc(C)c1C#N | 0.2 | 4% | 6% | -5% | -1% | 8% | -6% | 2 | 17% |
| 35 | O=C(Nc1cccc(-c2cnc3ccccc3n2)c1)C1CC(=O)N(c2ccccc2)C1 (stereo not given) | 0.8 | 1% | 20% | 0% | 0% | -2% | -1% | -2 | 22% |
| 36 | Cn1cccc1CNC(=O)Nc1ccc(Cl)cc1 | 0.7 | -26% | 2% | -7% | -13% | -5% | -4% | -7 | ? |
| 37 | O=C(NCCC1CCCCN1S(=O)(=O)c1ccccc1)C(=O)NCc1ccncc1 (stereo not given) | -0.8 | -14% | -1% | -4% | -10% | 14% | -8% | 1 | 22% |
| 38 | COc1ccc(CCN(C)C2CCCN(S(=O)(=O)C(C)C)C2)cc1OC (stereo not given) | 0.8 | 2% | -12% | -3% | -2% | -2% | 6% | -10 | -30% |
| 39 | O=C(N/C(=C/c1cccs1)C(=O)N1CCCCCC1)c1ccccc1 | -1.0 | -12% | 9% | -4% | 2% | 11% | -1% | · | 10% |
| 40 | CC(C)N(C(=O)Cn1c(SCC(=O)N2CCN(c3ccccc3)CC2)nc2ccccc21)C(C)C | 0.3 | -12% | 0% | -4% | -4% | -13% | -4% | · | -7% |
| 41 | OCCOCCn1c(C(CO)Nc2nc(-c3ccc(Cl)cc3)cs2)nc2ccccc21 (stereo not given) | -0.5 | -11% | -5% | -18% | -6% | 5% | 2% | 19 | 21% |
